NPC1 prom act: activators of NPC1 promoter; Huh7 NPC1 promoter luciferase reporter, 24 h; AID 485313; Potency, µM (highest dose often 9.22 µM), without a hit: at the top dose activation, actives largely listed as activators; 2.4% of 320,000 active;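 note: % of control where 0% means no effect; nearly all actives have a fitted effect of over 60% in size; reporter is driven by a mutant NPC1 promoter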
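Quantitative HTS used a cell-based reporter: Huh7 cells stably bearing the NPC1 promoter upstream of luciferase were treated with compounds for 24 h, and promoter activation was read as luminescence.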
ELG1 genotox: induces genotoxicity in HEK293T cells with luciferase-tagged ELG1 | HEK293T ELG1-luciferase reporter, luminescence, 16 h | 1.3% of 330,000 active | Potency, µM (top dose mostly 46 µM), for inactives: at the top dose activity change, positive = activation, actives largely listed as activators; note: % of control where 0% means no effect; nearly all actives have a fitted effect of over 60% in size
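HEK293T cells expressing luciferase-tagged ELG1 were exposed to compound or DMSO vehicle for 16 hr at 37 °C and 5% CO2. Luciferase activity was then measured with ONE-Glo after 30 min at room temperature.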
BRCA1 expr up: increases BRCA1 expression | MCF7-BRCA1-FFLuc reporter, luminescence, 48 h; response scale: scaled: vehicle 0%, 10 µM genistein 100% | 1.1% of 380,000 active | Potency, µM (doses to about 46.1 µM), inactives show at the highest dose activation, most hits filed as activators | AID 624202; note: nearly all actives have a fitted effect of over 80% in size; some results filed as inactive show a strong effect at the top dose
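Reporter cells (MCF7, BRCA1 promoter-firefly luciferase) received library compounds across a concentration series for 48 h. End-point luminescence was measured and concentration-effect curves derived after normalization.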
uPA generation: cell surface uPA generation inhibition; 0.31% of 330,000 active; cell surface uPA generation assay, qHTS; Potency, µM (doses to about 38.3 µM), for inactives: at the top dose activity change, negative = inhibition, most hits filed as inhibitors; AID 540303; active = well fitted inhibition curve with a large enough effect; inconclusive = small, poorly fitted or top-dose-only effect; inactive = no such curve, though single readings can be large or run the other way; tested in mouse RAW 264.7 cells; note: % is set by controls: 0 for no effect and ±100 for the full control effect; nearly all actives have a fitted effect of over 55% in size
Rab9 promoter act: activators of Rab9 promoter; Potency, µM (doses to about 9.22 µM), inactives show at the highest dose activation, negative = inhibition, actives largely listed as activators; Huh7 Rab9 promoter-luciferase reporter, luminescence, 24 h; AID 485297; 2.8% of 320,000 active; note: % of control where 0% means no effect; nearly all actives have a fitted effect of over 60% in size
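Measured in stably transfected Huh7 cells bearing a Rab9 promoter–luciferase construct: 24 h compound treatment at 37 °C, followed by luminescence detection.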
Gal4-VP16 FLuc: Gal4-VP16 reporter inhibition counter-screen; AID 2546; Drosophila S2 Gal4-VP16 UAS-luciferase, luminescence, 20 h; Potency, µM (series often up to 53.6 µM), without a hit: top-dose activity, negative = inhibition, usual class: inhibitors; 3.5% of 310,000 active;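 note: Gal4-VP16 expression switched on by copper sulfate through the metallothionein promoter; % is set by controls: 0 for no effect and ±100 for the full control effect; nearly all actives have a fitted effect of over 50% in size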
p53 reactivation: re-activators of mutant p53; Potency, µM (series often up to 92.2 µM), for inactives: top-dose activity change, positive = activation, most hits filed as activators; AID 504706; 0.063% of 320,000 active; H1299 p53-A138V BP100-luciferase reporter, luminescence, 24 h; note: % of control where 0% means no effect; nearly all actives have a fitted effect of over 45% in size
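p53-null H1299 cells stably carrying temperature-sensitive p53-A138V and a BP100-luciferase reporter were pinned with compounds (4-point, 1:5 series) and held 24 hrs at 37 deg C. Luminescence was read 10 min after detection reagent.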
RORg inh: blocks mouse ROR gamma transcriptional activity | P51450 | Drosophila S2 Gal4-RORgamma UAS-luciferase reporter, 20 h | Potency, µM (top dose mostly 53.6 µM), inactives show at the top dose activity change, negative = inhibition, hits mostly inhibitors | 5.4% of 310,000 active | AID 2551; note: % is set by controls: 0 for no effect and ±100 for the full control effect; nearly all actives have a fitted effect of over 60% in size
Target sequence (P51450 whole entry, looked up, the tested form may be a part): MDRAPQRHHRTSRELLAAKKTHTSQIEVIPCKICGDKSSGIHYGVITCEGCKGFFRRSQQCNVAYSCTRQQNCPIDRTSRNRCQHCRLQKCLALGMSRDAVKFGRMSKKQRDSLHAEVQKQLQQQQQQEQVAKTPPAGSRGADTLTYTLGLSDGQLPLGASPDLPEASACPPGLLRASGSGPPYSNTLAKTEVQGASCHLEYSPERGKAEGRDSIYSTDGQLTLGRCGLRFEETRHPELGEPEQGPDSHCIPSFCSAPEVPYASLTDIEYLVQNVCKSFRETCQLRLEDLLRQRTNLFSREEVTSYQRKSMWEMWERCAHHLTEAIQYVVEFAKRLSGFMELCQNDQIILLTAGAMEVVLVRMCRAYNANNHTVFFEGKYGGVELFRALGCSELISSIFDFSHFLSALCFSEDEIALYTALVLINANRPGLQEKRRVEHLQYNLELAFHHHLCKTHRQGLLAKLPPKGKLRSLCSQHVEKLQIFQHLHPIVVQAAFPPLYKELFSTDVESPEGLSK
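Schneider cells (Drosophila), stable Gal4 DBD–ROR gamma + UAS-luc; 1 hr cmpd preincubation; Cu2+ induction 700 uM final; 20 hr ambient; luminescence.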
FLuc modulator: inhibits or activates purified firefly luciferase, miR-21 counter-screen. P08659. purified FLuc, Km substrates, luminescence inhibition. Potency, µM (titrated, usually from 57.5 µM), inactives show at the top dose activity change, negative = inhibition, usual class: inhibitors. 6.9% of 360,000 active. AID 588342;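 note: plate controls were vehicle for no effect and reference inhibitor for full effect; nearly all actives have a fitted effect of over 55% in size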
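Purified P. pyralis luciferase, 10 nM final, with Km-level 10 uM D-luciferin and 10 uM ATP in 50 mM Tris acetate pH 7.5, 10 mM Mg acetate, 0.01% Tween-20, 0.05% BSA; 6-point qHTS titration about 60 µM downward; luminescence read.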
MBNL1-CUG inh: inhibitors of human MBNL1 binding to CUG repeat RNA | Potency, µM (top dose mostly 57.5 µM), for inactives: at the top dose activity change, negative = inhibition, actives largely listed as inhibitors | AID 2675 | 0.036% of 280,000 active | Q9NR56 | TR-FRET MBNL1-His/biotin-(CUG)12 binding, 665/545 ratio; active = well fitted inhibition curve with a large enough effect in the signal ratio, with a control signal flat, not every such curve was filed as active; inconclusive = small, poorly fitted or top-dose-only effect, or effect the other way, or a change in a side signal; inactive = no such curve, though single readings can be large or run the other way; the % refers to the signal ratio; note: % is set by controls: 0 for no effect and ±100 for the full control effect
Target sequence (Q9NR56 whole entry, looked up): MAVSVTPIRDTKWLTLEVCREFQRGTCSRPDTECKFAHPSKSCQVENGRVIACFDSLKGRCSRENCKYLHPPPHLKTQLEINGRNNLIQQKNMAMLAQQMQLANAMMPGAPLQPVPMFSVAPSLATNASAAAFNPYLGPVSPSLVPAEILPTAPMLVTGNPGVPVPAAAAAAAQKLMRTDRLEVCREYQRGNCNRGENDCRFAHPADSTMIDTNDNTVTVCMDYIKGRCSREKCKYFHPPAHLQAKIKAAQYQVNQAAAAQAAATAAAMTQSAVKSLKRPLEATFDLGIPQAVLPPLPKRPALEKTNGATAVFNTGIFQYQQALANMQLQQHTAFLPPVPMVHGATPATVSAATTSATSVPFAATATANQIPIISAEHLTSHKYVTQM
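Ratiometric TR-FRET (665 over 545 nm, excitation 340 nm) tracks disruption of MBNL1-His/biotin-(CUG)12 complex after 60 min at room temperature, with compounds at 92 nM to 58 uM final.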
Active calls of the source: *; u = inconclusive; x = no result given. Unless noted, calls come from the whole dose curve; as a rule, active = well fitted curve in the direction sought with a large enough effect; inconclusive = small, poorly fitted or top-dose-only effect, or another doubt; inactive = no such curve, though single readings can be large; an effect the other way counts as inactive or inconclusive. Potency is the fitted concentration of half-maximal effect.

Each structure is followed by: NPC1 prom act, ELG1 genotox, BRCA1 expr up, uPA generation, Rab9 promoter act, Gal4-VP16 FLuc, p53 reactivation, RORg inh, FLuc modulator, MBNL1-CUG inh
Cc1nnc(NC(=O)c2ccc(C)c(S(=O)(=O)N3CCCCCC3)c2)s1
    2%, -5%, -23%, 1%, -1%, 16%, 2%, -34%, u, 1%
O=C(Cn1cnc(S(=O)(=O)N2CCCCC2)c1)Nc1ccc(OC(F)(F)F)cc1
    -3%, -1%, -4%, -5%, -2%, -7%, 0%, 3%, 3%, -6%
CC(C)c1ccc(C2/C(=C(\O)c3ccc4c(c3)OCCO4)C(=O)C(=O)N2CCN2CCOCC2)cc1 (stereo not drawn)
    -2%, -1%, 5%, -2%, 2%, -2%, -12%, 13%, 2%, -4%
COc1ccc(S(=O)(=O)Nc2ccccc2C(=O)Nc2nc(-c3ccc(F)cc3)cs2)cc1OC
    -5%, -8%, -82%, -2%, -6%, u, 7%, u, u, x
O=C(CSc1nnc(-c2ccc3c(c2)OCO3)n1-c1ccccc1)c1ccccc1
    0%, -1%, -2%, -9%, -4%, -18%, 7%, -8%, 6%, 2%
O=C1Cc2ccccc2C(=O)N1OCc1ccc(Cl)cc1Cl
    4%, 5%, 1%, 0%, 3%, -3%, -3%, 5%, 24µM*, -15%
O=C1C2C3C=CC(C2C(=O)N1c1cccc(O)c1)C1C2C(=O)N(c4cccc(O)c4)C(=O)C2C31 (stereo not drawn)
    -1%, -1%, 1%, 11%, -7%, 5%, 0%, 16%, -6%, -10%
C/C(=N\N1CCN(Cc2ccccc2)CC1)c1ccco1
    23%, u, 90%, -24%, 19%, u, 4%, 4%, u, -6%
Cc1ccnc(N2CCC(C(=O)Nc3nnc(C)s3)CC2)n1
    2%, 3%, 9%, 3%, 1%, -7%, -1%, -1%, 10%, 16%
O=c1c2c([nH]c3ccccc13)CCC2
    2%, 1%, -20%, 13%, 0%, 3%, x, u, 6%, -1%
COc1ccc(-c2nnn(CC(=O)NCCc3c[nH]c4ccccc34)n2)cc1OC
    2%, -4%, 2%, -1%, 1%, -11%, -1%, 16%, -3%, -4%
O=C(CN1CCN(C(c2ccccc2)c2ccccc2)CC1)NC(=O)NCc1ccco1
    0%, 3%, -32%, -2%, -6%, -7%, -10%, -16%, 0%, -14%
COC(=O)Cc1csc(Nc2ccccc2Cl)n1
    u, u, 74%, 1%, 3.5µM*, 2%, u, 0%, 19µM*, u
Cn1cccc1C1CCCN1CC(=O)Nc1ccc(F)c(F)c1F (stereo not drawn)
    x, 1%, 5%, -18%, x, x, -4%, x, x, x
O=C(Cn1ncc(N2CCOCC2)c(Cl)c1=O)c1ccc(Cl)cc1
    15%, 9%, 65%, -1%, 28%, -7%, 21%, 37%, -4%, 18%
NC(=O)C1(N2CCCCC2)CCN(CC(=O)Nc2ccccc2Sc2ccccc2)CC1
    -5%, -10%, -19%, 3%, 5%, -5%, -5%, 27%, -2%, 4%
CC(C)C(NC(=O)CCNC(=O)c1ccc([N+](=O)[O-])cc1)c1nc2ccccc2[nH]1 (stereo not drawn)
    -6%, 0%, -4%, -7%, -2%, x, 2%, x, 4%, x
CCNc1nnc(SCC(=O)c2c(N)n(C3CC3)c(=O)[nH]c2=O)s1
    0%, -3%, 7%, 5%, -4%, x, -1%, x, 1%, x
CCOc1ccc(C(=O)N2CCc3ccccc32)cc1
    3.5µM*, u, u, -28%, 0.89µM*, 14%, x, -10%, 15µM*, -3%
CCCCNC(=S)NCc1ccc2[nH]c(C)cc2c1
    -1%, 1%, -18%, -11%, 2%, u, 6%, 10µM*, 1%, 0%
CCCCN(CCCC)S(=O)(=O)c1ccc(NC(=O)CN2CCOCC2)cc1
    17%, 1%, -25%, x, 7%, u, -3%, -5%, 0%, 5%
CCCCCC(=O)Nc1cccc(C2=NOC3(C2)C[C@@H](C(N)=O)N(C(=O)Cc2ccc([N+](=O)[O-])cc2)C3)c1 (stereo partly drawn)
    -4%, 1%, -9%, 9%, -10%, 1%, -2%, 13%, -15%, u
COc1ccc(N2CC(C(=O)N3CCN(Cc4ccc5c(c4)OCO5)CC3)CC2=O)cc1 (stereo not drawn)
    -4%, -7%, -2%, -4%, -2%, -7%, -1%, u, 0%, 8%
O=C(c1ccc(CN2CCc3ccccc3C2)cc1)N1CCN(c2ccccc2)CC1
    1%, -3%, -41%, -1%, -1%, u, -1%, -1%, -1%, u
CC1(OC(=O)C2CCCC2)C(=O)C=C2C=C(c3ccsc3)N(C3CCCC3)C=C2C1=O (stereo not drawn)
    0%, -5%, 7%, 9%, -10%, 3%, -6%, 28%, -2%, 21%
Nc1c(N(Cc2ccccc2)C(=O)CCc2ccccc2)c(=O)[nH]c(=O)n1Cc1ccccc1
    -3%, -3%, -26%, -2%, -2%, x, 5%, x, 0%, x
CS(=O)(=O)c1ccc(C(=O)OCC(=O)NC2CCS(=O)(=O)C2)cc1[N+](=O)[O-] (stereo not drawn)
    -10%, 5%, 4%, 6%, 3%, -5%, 10%, -42%, -1%, u
CCn1cnc2cc(NC(=O)c3ccc(C)cc3)ccc21
    2µM*, u, 4.5µM*, u, 4µM*, -13%, 11%, -1%, 11µM*, -3%
COc1ccc(OCC(=O)O/N=C(\N)Cc2cccs2)cc1
    6%, 5%, 0%, 0%, 3%, 10%, u, u, u, x
CC(C)CN(C(=O)COC(=O)c1ccccc1Sc1ccccc1C#N)C1CCS(=O)(=O)C1 (stereo not drawn)
    1%, 0%, 5%, -8%, -1%, -7%, -4%, 28%, -5%, 4%

More results.
Each structure is followed by: NPC1 prom act, ELG1 genotox, BRCA1 expr up, uPA generation, Rab9 promoter act, Gal4-VP16 FLuc, p53 reactivation, RORg inh, FLuc modulator, MBNL1-CUG inh
Cc1cc(C)c(NC(=O)c2sc3nc(C)[nH]c(=O)c3c2C)c(C)c1
    2%, 4%, x, x, -1%, 0%, 1%, 7%, -2%, 2%
COc1ccccc1C1Nc2ccccc2NC2=C1C(=O)CC(C)(C)C2 (stereo not drawn)
    0%, -4%, -20%, -4%, 9%, -5%, x, -7%, 7%, -4%
Cc1ccc(Cl)c(OCC(=O)Nc2ccc(S(=O)(=O)NC3=NCCCCC3)cc2)c1
    0%, -1%, -8%, -2%, -8%, x, -3%, x, -3%, x
CCOc1cc(/C=N/NC(=O)c2ccc(CN3CCOCC3)cc2)ccc1OC
    -8%, -4%, 0%, -6%, -3%, 0%, -3%, -9%, -11%, 15%
COc1ccc(S(N)(=O)=O)cc1C(=O)OCC(=O)NC(C)(C#N)C1CC1 (stereo not drawn)
    0%, 1%, -6%, -4%, 3%, x, 10%, x, 1%, x
COc1cc(OC)c2c(C)c(Cl)c(=O)oc2c1
    -2%, 6%, -4%, -6%, -6%, -7%, -1%, -5%, 2%, 14%
O=C(NNC(=O)c1ccc2ccccc2c1)Nc1ccc(F)cc1
    -5%, 15%, 5%, 8%, 0%, 7%, 15%, 3%, -1%, 8%
CCCCN(CC)C(=O)c1ccc(Cl)cc1
    -6%, -1%, 59%, 3%, -8%, -14%, 1%, -1%, 3%, 0%
O=C(C1=COCCO1)N(Cc1nnc(-c2ccccc2Cl)o1)C1CC1
    0%, 4%, 7%, -18%, -3%, x, 26%, x, u, x
C=CCN(C(=O)c1csnn1)C(C(=O)NCc1ccc(F)cc1)c1ccccc1 (stereo not drawn)
    -1%, -6%, 1%, -1%, 12%, 2%, -5%, 12%, -2%, -4%
Cc1ccc(S(=O)(=O)N(CC(=O)N(C)C)c2cccc([N+](=O)[O-])c2)cc1
    -4%, 1%, -20%, x, -1%, -3%, -2%, 7%, -1%, 23%
CC(=O)C(Cc1ccccc1)NC(=O)COc1ccc2c(c1)OCO2 (stereo not drawn)
    x, 0%, -19%, 0%, x, x, -7%, x, x, x
CCCN1C(C)C(C(=O)OCC)=CN(Cc2cccc(I)c2)S1(=O)=O (stereo not drawn)
    x, -1%, -25%, 8%, x, x, 3%, x, x, x
O=C(COC(=O)/C=C/c1ccccc1)NC1CCCCC1
    0%, -3%, -5%, 1%, 1%, x, 3%, x, -2%, x
O=S1(=O)[C@H]2C[C@H](CO)O[C@@]2(CO)CN1Cc1ccc(-c2ccc(F)cc2)cc1
    x, 4%, 3%, -7%, x, x, 1%, x, x, x
COC(OC)c1ccc(C#N)c(SCc2ccccc2)n1
    0%, 0%, -19%, -13%, 0%, 3%, -2%, -16%, 3%, x
CCN(CC(=O)Nc1ccccc1OC)C(=O)C1CCCC1
    -1%, 1%, -6%, 5%, -1%, x, -6%, x, -1%, x
Cc1cccc(C2CC(c3ccccc3)Nc3nc(N)nn32)c1 (stereo not drawn)
    -1%, 9%, 4%, -19%, -4%, -12%, -2%, 4%, -1%, -6%

3 compounds already listed, sorted by the value under Rab9 promoter act, descending:
| smiles | Rab9 promoter act |
| --- | --- |
| O=C(NNC(=O)c1ccc2ccccc2c1)Nc1ccc(F)cc1 | 0% |
| Cc1cc(C)c(NC(=O)c2sc3nc(C)[nH]c(=O)c3c2C)c(C)c1 | -1% |
| O=C(C1=COCCO1)N(Cc1nnc(-c2ccccc2Cl)o1)C1CC1 | -3% |
